# Screens from PubChem.
# ALDH1A1 block – qHTS Assay for Inhibitors of Aldehyde Dehydrogenase 1 (ALDH1A1); Aldehyde dehydrogenase 1A1 (Homo sapiens), P00352; Purified ALDH1A1, NADH fluorescence, propionaldehyde substrate; Potency, µM (titrated, usually from 75.3 µM), for inactives: at the top dose activity, negative = inhibition, hits mostly inhibitors; actives 7.3% (n = 220,000); active means well fitted inhibition curve with a large enough effect, not every such curve was filed as active; inconclusive means small, poorly fitted or top-dose-only effect, or another doubt; inactive means no such curve, though single readings can be large or run the other way;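 further: plate controls were no enzyme wells and a reference inhibitor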
# Target sequence (P00352 whole entry, looked up): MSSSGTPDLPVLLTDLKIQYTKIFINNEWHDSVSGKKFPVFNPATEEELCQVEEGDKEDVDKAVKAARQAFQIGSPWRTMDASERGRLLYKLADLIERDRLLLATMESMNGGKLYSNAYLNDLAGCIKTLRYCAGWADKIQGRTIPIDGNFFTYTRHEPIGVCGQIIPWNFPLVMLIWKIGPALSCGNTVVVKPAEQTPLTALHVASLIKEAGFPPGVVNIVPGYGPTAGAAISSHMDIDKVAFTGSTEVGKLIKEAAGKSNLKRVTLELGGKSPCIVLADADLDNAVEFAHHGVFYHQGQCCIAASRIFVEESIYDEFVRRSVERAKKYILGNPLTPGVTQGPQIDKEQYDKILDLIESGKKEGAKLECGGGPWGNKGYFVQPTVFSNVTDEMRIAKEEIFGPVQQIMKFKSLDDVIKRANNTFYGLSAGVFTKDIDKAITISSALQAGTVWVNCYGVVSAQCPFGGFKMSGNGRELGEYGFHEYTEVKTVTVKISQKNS
# aGlu spleen mod – qHTS Assay for Inhibitors and Activators of Human alpha-Glucosidase From Spleen Homogenate; actives 0.006% (n = 240,000); Potency, µM (series often up to 79.9 µM), without a hit: at the top dose activity change, negative = inhibition, actives largely listed as inhibitors; human spleen homogenate, 4-MU-alpha-glucoside fluorescence; Lysosomal alpha-glucosidase (Homo sapiens), P10253; AID 2112, 2009;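 further: 0% = enzyme with vehicle and -100% = no enzyme basal signal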
#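 AC50 values come from Hill-equation fits of concentration-response data, normalized to no-enzyme and full-activity controls. Enzyme source: 1 ug human spleen homogenate; 1 mM fluorogenic 4-MU glucoside, pH 5.0 citrate buffer, 37 C, 40 min.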
# NPSR antagonist – qHTS Assay for Antagonists of the Neuropeptide S Receptor: cAMP Signal Transduction; Q6W5P4; CHO-NPSR cells, cAMP TR-FRET, antagonist mode; Potency, µM (titrated, usually from 38.3 µM), inactives show at the top dose activity change, negative = inhibition, actives largely listed as inhibitors; actives 1% (n = 220,000); AID 1461, 2008; further: on the % scale 0 is the no-effect control and ±100 the full control effect; nearly all actives have a fitted effect of over 50% in size; many of its hits are not listed in these tables
# GAA inh – qHTS Assay for Inhibitors of Human alpha-Glucosidase as a Potential Chaperone Treatment of Pompe Disease | AID 1466, 2008 | Lysosomal alpha-glucosidase (Homo sapiens), P10253 | purified human GAA, 4-MU-alpha-glucoside fluorescence | Potency, µM (doses to about 76.9 µM), for the others: at the top dose activity change, negative = inhibition, hits mostly inhibitors | actives 0.005% (n = 200,000);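 further: plate controls were uninhibited enzyme wells for no effect and no-enzyme background for full effect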
#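 Endpoint fluorogenic read: 20 min room-temperature reaction of 4 nM human alpha-glucosidase with 400 uM 4-methylumbelliferyl-alpha-D-pyranoside, pH 5.0, quenched with 1M NaOH/1M glycine pH 10. AC50 from Hill modeling.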
# Tau fluor cs – Counterscreen qHTS for Inhibitors of Tau Fibril Formation, Fluorescence Polarization. Potency, µM (series often up to 57.7 µM), inactives show at the highest dose activity change, negative = decrease. AID 1463, 2008. tau K18 P301L Alexa594 fluorescence, heparin fibrillization. actives 0.93% (n = 280,000); further: on the % scale 0 is the no-effect control and ±100 the full control effect; nearly all actives have a fitted effect of over 55% in size
#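 Human tau K18 P301L (15 uM unlabeled, 0.24 uM Alexa 594-labeled) in 100 mM sodium acetate pH 7 with 20 uM heparin, 6 hr at 37 C. ThT 30 uM added, 1 hr ambient; Alexa 594 FP and total fluorescence read at 555/632 nm.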
# aGal spleen mod – qHTS Assay for Inhibitors and Activators of Human alpha-Galactosidase From Spleen Homogenate; Alpha-galactosidase A (Homo sapiens), P06280; Potency, µM (highest dose often 80 µM), for the others: top-dose activity change, negative = inhibition, actives largely listed as inhibitors; actives 0.008% (n = 240,000); human spleen homogenate, 4MU-alpha-Gal fluorescence, 40 min;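 further: 0% = enzyme with vehicle and -100% = no enzyme basal signal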
# Target sequence (P06280 32-429 limits assumed): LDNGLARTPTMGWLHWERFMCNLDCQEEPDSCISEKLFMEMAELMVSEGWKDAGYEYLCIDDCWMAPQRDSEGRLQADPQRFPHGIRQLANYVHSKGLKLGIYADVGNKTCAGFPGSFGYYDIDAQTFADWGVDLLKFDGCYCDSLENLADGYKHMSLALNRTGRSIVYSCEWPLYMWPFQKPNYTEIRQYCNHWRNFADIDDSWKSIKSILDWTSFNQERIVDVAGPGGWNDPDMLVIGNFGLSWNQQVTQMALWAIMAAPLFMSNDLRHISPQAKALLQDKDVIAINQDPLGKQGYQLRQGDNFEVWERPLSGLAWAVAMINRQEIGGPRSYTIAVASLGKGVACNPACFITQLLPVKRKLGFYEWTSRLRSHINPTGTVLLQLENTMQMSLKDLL
#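 Human spleen homogenate (1 ug) was the enzyme source, with 4-methylumbelliferyl-alpha-D-galactopyranoside (1 mM final) in pH 5.0 citrate buffer with 0.01% Tween-20. Compounds were titrated; after 40 min at 37C, NaOH/glycine stop, 4-MU fluorescence read; AC50 from Hill fits.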
# GAA glycogen mod – qHTS Assay for Inhibitors and Activators of Human alpha-Glucosidase Cleavage of Glycogen; Lysosomal alpha-glucosidase (Homo sapiens), P10253; recombinant GAA, glycogen substrate, Amplex Red glucose oxidase fluorescence; Potency, µM (titrated, usually from 76.4 µM), for inactives: at the highest dose activity change, negative = inhibition, usual class: inhibitors; actives 0.38% (n = 300,000); AID 2100, 2009;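 further: 0% = full enzyme reaction and -100% = no-enzyme basal signal; the screen sought inhibitors and activators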
#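 Recombinant human enzyme (4 nM); glycogen substrate; 37 C, 40 min, pH 5.0. Readout: coupled glucose oxidase/Amplex Red fluorescence.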
# Epigenetic derep – Quantitative High-Throughput Screen for Regulators of Epigenetic Control | Potency, µM (doses to about 53.9 µM), inactives show at the highest dose GFP activation, actives largely listed as activators | actives 0.2% (n = 280,000) | AID 1865, 2009 | murine LDR cells, GFP reporter derepression, 30 h; further: % of control where 0% means no effect; nearly all actives have a fitted effect of over 60% in size
#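 In this reporter-derepression format, murine cells bearing a silenced integrated CMV-GFP locus incubate with test compound (30 h, 37 C), then are washed and imaged; fluorescent objects of 20–120 um count as induced cells.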
# * hit, by the source's call; ? = inconclusive; . = not tested or not shown; & = joins results of further samples; [ ] = dose if it differs, or a comment. Unless noted, the call rests on the fitted dose curve; in most records, active means well fitted curve in the direction sought with a large enough effect; inconclusive means small, poorly fitted or top-dose-only effect, or another doubt; inactive means no such curve, though single readings can be large; an effect the other way counts as inactive or inconclusive. Potency means the concentration at half of the fitted maximal effect.
1) CCOc1ccc2nc(COC(=O)c3ccncc3)c(C(=O)c3ccccc3)[n+]([O-])c2c1
2) CCC(C)(C)NC(=O)CCCSc1nc2ccccc2s1
3) Nc1nc2ccccc2n1/N=C/c1ccc(-c2ccccc2)o1
4) COC(=O)c1cc(C(=O)Nc2cccc(C)n2)cc([N+](=O)[O-])c1
5) O=C(Cn1c(=O)c2c(ncn2Cc2ccccc2)n(Cc2ccccc2)c1=O)N1CCCC1
6) COC(=O)CNC(c1ccccc1)c1cc(C)ccc1NC(=O)CNC(=O)OCc1ccccc1 (stereo unspecified)
7) CCC(=O)OCC(=O)c1c(N)n(Cc2ccccc2)c(=O)n(C)c1=O
8) CCN1CCN(C(=O)c2ccc(N3CC4CC(C3)c3cccc(=O)n3C4)c([N+](=O)[O-])c2)CC1 (stereo unspecified)

entry no.	1	2	3	4	5	6	7	8
ALDH1A1 block	1%	-6%	4%	1%	-9%	7%	1%	-7%
aGlu spleen mod	-5%	-8%	-7%	-20%	-13%	-28%	-3%	-1%
NPSR antagonist	-1%	-7%	-16%[46.1 µM]	-13%[46.1 µM]	-22%[46.1 µM]	?	-12%[46.1 µM]	11%
GAA inh	-3%	-14%	-5%	-5%	0%	-2%	-6%	-12%
Tau fluor cs	-25%	-6%	?	-13%	6%	-11%	-4%	-5%
aGal spleen mod	3%	11%	2%	-1%	2%	-5%	6%	2%
GAA glycogen mod	6%	16%	-10%	7%	13%	-9%	-2%	-1%
Epigenetic derep	1.1%	-1.6%	0.0%	-3.4%	0.0%	-2.7%	1.5%	0.2%

9) COCCNC(C)C(=O)Nc1ccc(Br)cc1 (stereo unspecified)
10) Cc1cc(C)cc(OCC(=O)OCc2nnc(-c3ccccc3)o2)c1
11) Cc1ccc(C2Nc3ccccc3C(=O)N2CCN2CCNC2=O)cc1 (stereo unspecified)
12) N#C/C(=C(/O)COC(=O)CCc1ccc(S(=O)(=O)N2CCOCC2)cc1)c1nc2ccccc2[nH]1
13) Cc1ccc(C(=O)C2=C(O)C(=O)N(Cc3ccccc3)C2c2cccnc2)o1 (stereo unspecified)
14) C/C(=N/NC(=O)c1ccc(C)s1)c1cccc(NC(=O)COc2ccc(Cl)cc2C)c1
15) Cc1ccc(-c2nn(C)c(=O)c3ccccc23)cc1CNC(=O)CSc1nc2ccccc2o1
16) CCOc1ccc(NC(=O)NC2CC(=O)N(c3ccc(OC)cc3)C2)cc1 (stereo unspecified)

entry no.	9	10	11	12	13	14	15	16
ALDH1A1 block	-8%	4%	.	?	-5%	0%	-1%	-4%
aGlu spleen mod	-3%	-3%	-5%	-17%	-3%	-4%	2%	-3%
NPSR antagonist	-29%[7.67 µM]	12%	-1%	?	29%[46.1 µM]	-9%[46.1 µM]	-13%[46.1 µM]	10%
GAA inh	-2%	0%	.	-27%	-4%	1%	5%	1%
Tau fluor cs	-10%	-11%	-3%	-29%	0%	-14%	-7%	-21%
aGal spleen mod	6%	-1%	16%	4%	-18%	0%	-1%	-7%
GAA glycogen mod	-7%	-11%	0%	-5%	0%	-4%	-4%	3%
Epigenetic derep	-0.6%	2.6%	0.0%	5.5%	0.0%	-2.0%	4.1%	0.5%

17) COc1ccc(-c2ccc(OC)c([C@H]3[C@H]4C=CC[C@@H](C)[C@@H]4C(=O)N3Cc3ccccc3)c2)cc1OC
18) CCOc1cc(/C=C2\SC(=S)N(Nc3ccccc3)C2=O)ccc1O
19) CCCCCCc1ccc(OCC(=O)OC)cc1OCC(=O)OC
20) CCN(CC)CCOC(=O)c1ccc2c(c1)OCCO2
21) CNC(=O)c1sc(=S)n(-c2ccc(OC)cc2)c1N
22) CCOc1ccc(N2C(=O)CC(SC(=NC)Nc3ccc4c(c3)OCO4)C2=O)cc1 (stereo unspecified)
23) NNC(=O)c1ccc2nc(-c3ccc(Br)cc3)cn2c1
24) O=C(Nc1ccc(Cl)cn1)c1cnn2cccnc12

entry no.	17	18	19	20	21	22	23	24
ALDH1A1 block	.	11µM*	?	5%	-3%	14%	?	4%
aGlu spleen mod	-1%	-3%	7%	6%	2%	1%	.	3%
NPSR antagonist	?	?	-4%[46.1 µM]	-1%[46.1 µM]	1%	-4%[46.1 µM]	-13%	-9%[46.1 µM]
GAA inh	.	?	3%	-2%	5%	-6%	-1%	-4%
Tau fluor cs	-9%	13µM*[quencher]	-5%	0%	-7%	-28%	-4%	3%
aGal spleen mod	-5%	4%	11%	-4%	4%	-4%	-7%	-1%
GAA glycogen mod	3%	?	-7%	-4%	-2%	3%	?	-7%
Epigenetic derep	-1.6%	-1.4%	-0.2%	-1.3%	-4.8%	5.7%	2.2%	-1.8%

# Individual results from above.
# For GAA inh, compound 19 reads 3%
# For Tau fluor cs, compound 17 reads -9%

# Remaining list, next part.
25) CCn1c(CNC(=O)Cc2ccc(OC)cc2)nnc1SCC(=O)Nc1ccc(C(=O)O)cc1
26) CC(=O)N1CC=C2C(C#N)=C(N)C(C#N)(C#N)[C@H](c3ccoc3)[C@H]2C1
27) CC(=O)Cc1nsc(NC(=O)c2ccco2)n1
28) C=CCN1c2ccccc2[C@]23C[C@@H](C(=O)OC)N(C(=O)c4cccs4)C2=NC(C(=O)OC)=C(C(=O)OC)[C@H]13
29) O=C(Nc1ccc(SC(F)F)cc1)c1ccc(F)cc1
30) C/C(=N\NC(=O)c1ccco1)c1cc2ccccc2o1
31) O=C(O)/C(=C\c1cccc([N+](=O)[O-])c1)c1ccc(S(=O)(=O)N2CCCCC2)s1
32) Cc1ccc(NC(=O)C2(c3ccc([N+](=O)[O-])cc3)CCCC2)cc1

entry no.	25	26	27	28	29	30	31	32
ALDH1A1 block	-3%	?	?	2%[13.5 µM]	-3%	-10%	4µM*	4%
aGlu spleen mod	-1%	6%	14%	9%[17.4 µM]	5%	3%	-3%	-1%
NPSR antagonist	-20%	10%[46.1 µM]	-11%[46.1 µM]	-47%	-15%	-2%	11%	?
GAA inh	0%	12%	4%	.	8%	12%	-15%	-3%
Tau fluor cs	-1%	-23%	-3%	-5%[11.6 µM]	-5%	14%	-1%	?
aGal spleen mod	2%	5%	11%	-1%[17.5 µM]	6%	2%	2%	-16%
GAA glycogen mod	-8%	-2%	2%	-4%	-11%	3%	-4%	14%
Epigenetic derep	1.5%	-0.9%	0.0%	-0.7%	-1.6%	0.0%	1.1%	0.1%

# Some of the entries so far, with bars between the fields.
item | molecule | ALDH1A1 block | aGlu spleen mod | NPSR antagonist | GAA inh | Tau fluor cs | aGal spleen mod | GAA glycogen mod | Epigenetic derep
29 | O=C(Nc1ccc(SC(F)F)cc1)c1ccc(F)cc1 | -3% | 5% | -15% | 8% | -5% | 6% | -11% | -1.6%
30 | C/C(=N\NC(=O)c1ccco1)c1cc2ccccc2o1 | -10% | 3% | -2% | 12% | 14% | 2% | 3% | 0.0%

# (listing goes on)
33) COc1ccc2c(c1)c(C(=O)CN1CCOCC1)c(C)n2C
34) CC(C)COP(=O)(OCC(C)C)C(O)c1ccc(N(C)C)cc1 (stereo unspecified)
35) O=C1/C(=C/c2ccccc2[N+](=O)[O-])COc2ccccc21
36) CCCCC[C@H](O)/C=C/C1=C(CCCCCCC(=O)O)C(=O)CC1
37) CCOC(=O)C(NC(=O)Nc1ccc(F)cc1F)(Oc1ccc(F)cc1)C(F)(F)F (stereo unspecified)
38) CCCCC(O)(CCCC)C(=O)NNc1ccccc1
39) CCOC(=O)CCNC(C(=O)OCC)c1ccccc1 (stereo unspecified)
40) COc1cc(-n2c(C)nc3cc(C(=O)NCCN4CCOCC4)ccc32)cc(OC)c1OC

entry no.	33	34	35	36	37	38	39	40
ALDH1A1 block	4%	.	?	0%&-2%	-3%	15%	4%	7%
aGlu spleen mod	4%	-4%	2%	-7%&-3%&-12%	1%	-3%	-1%	-5%
NPSR antagonist	6%[46.1 µM]	12%	-40%	-26%	17%	-3%	5%[46.1 µM]	0%[46.1 µM]
GAA inh	0%	.	-3%	2%[15.4 µM]	6%	5%	-2%	1%
Tau fluor cs	-2%	7%	?	-2%&-4%&-4%	13%	-5%	-5%	-8%
aGal spleen mod	-3%	1%	-2%	7%&-6%&5%	-3%	-12%	1%	-2%
GAA glycogen mod	.	?	15%	3%	3%	-5%	-7%	7%
Epigenetic derep	1.0%	12%	?	3.1%&0.0%&2.3%	0.0%	0.2%	1.0%	-0.9%

# Three entries from above, arranged by length of the SMILES, descending.
36) CCCCC[C@H](O)/C=C/C1=C(CCCCCCC(=O)O)C(=O)CC1
35) O=C1/C(=C/c2ccccc2[N+](=O)[O-])COc2ccccc21
39) CCOC(=O)CCNC(C(=O)OCC)c1ccccc1 (stereo unspecified)

entry no.	36	35	39
ALDH1A1 block	0%&-2%	?	4%
aGlu spleen mod	-7%&-3%&-12%	2%	-1%
NPSR antagonist	-26%	-40%	5%[46.1 µM]
GAA inh	2%[15.4 µM]	-3%	-2%
Tau fluor cs	-2%&-4%&-4%	?	-5%
aGal spleen mod	7%&-6%&5%	-2%	1%
GAA glycogen mod	3%	15%	-7%
Epigenetic derep	3.1%&0.0%&2.3%	?	1.0%

# Continuation.
41) Cc1[nH][nH]c(=O)c1C(c1c(C)[nH][nH]c1=O)c1cn(Cc2ccccc2Cl)c2ccccc12
42) COc1ccccc1NC(=O)CSc1ncnc2c1oc1ccccc12
43) O=C(CC(=O)c1cc(Cl)ccc1O)c1ccccc1
44) O=C(CSc1nncs1)Nc1ccc(Cl)cn1
45) Cc1cccc(Nc2ncnc3c2cnn3C)c1

entry no.	41	42	43	44	45
ALDH1A1 block	0.45µM*	4%	11%	5%	-2%
aGlu spleen mod	-4%	0%	-8%	2%	-5%
NPSR antagonist	12%	1%[46.1 µM]	?	10%	7%
GAA inh	-8%	-2%	-1%	5%	7%
Tau fluor cs	-18%	-10%	-27%	3%	7%
aGal spleen mod	4%	-11%	-30%	-10%	-16%
GAA glycogen mod	?	10%	-17%	14%	22%
Epigenetic derep	1.1%	-2.5%	4.8%	1.0%	-0.4%

# Some of the compounds tested. The share of hits here may be higher or lower than overall.
